Screens: PubChem, several laboratories
GC-B act = GC-B (human) receptor activation. P20594. HEK293-GC-B cells, CNP EC30, cGMP TR-FRET; 0% at EC30 CNP, 100% saturating CNP. activation, % at 10 µM. 370,000 compounds, 0.11% hits. AID 1920062;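 active = activation at 10 µM reaching about 35% in either raw or pattern-adjusted values, limit read from the data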
hgDAF-12 ag = hgDAF-12 agonism, primary luciferase screen. HEK293 GAL4-hgDAF12 UAS-luciferase reporter, agonist luminescence; normalized to butyrate control. activation, % at 6.8 µM. 370,000 compounds, 1.8% hits. AID 687014;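 active = activation above a cutoff set at the mean of all screened compounds plus 3 SD, cut at about 10% in these data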;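 also: 0% = DMSO wells and 100% = sodium butyrate wells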
GAA850 FXN act = frataxin GAA850 promoter activation. HEK293 lucGAA850 FXN promoter luciferase reporter, 24 h; percent of 10 µM SAHA response. activation, % at 6 µM. 360,000 compounds, 0.56% hits;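 active = activation above the average of all compounds screened plus 3 SD, cutoff fixed separately per campaign, cut at about 7.5% in these data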;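 also: 0% = DMSO wells and 100% = 10 µM SAHA wells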
DAX1 inh-1 = inhibitors of human orphan nuclear receptor DAX1 (NR0B1); HEK293 Gal4-DAX1 luciferase reporter, luminescence; P51843; AID 504766; inhibition, % at 6.75 µM; 340,000 compounds, 0.99% hits;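 active = inhibition above the mean over all tested compounds plus 3 SD, cut at about 4.2% in these data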;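 also: 0% = DAX1-transfected cells with DMSO and 100% = empty-vector control cells with DMSO; inhibition shows as a rise in luminescence from relieved DAX1 repression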
Target sequence (P51843 207-470 limits assumed): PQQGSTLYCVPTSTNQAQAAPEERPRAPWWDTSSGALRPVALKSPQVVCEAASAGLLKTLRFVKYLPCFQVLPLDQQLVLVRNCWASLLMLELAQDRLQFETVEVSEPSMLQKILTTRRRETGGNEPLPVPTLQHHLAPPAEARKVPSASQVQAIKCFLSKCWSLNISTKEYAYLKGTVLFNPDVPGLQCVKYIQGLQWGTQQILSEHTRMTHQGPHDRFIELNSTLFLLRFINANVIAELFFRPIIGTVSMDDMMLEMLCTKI
hcDAF12 agonist = activators of H. contortus DAF-12 nuclear receptor | HEK293 hcDAF-12 lit1-tk-luc reporter, luminescence; 0% DMSO, 100% Δ7-dafachronic acid | activation, % at 6.8 µM | 370,000 compounds, 1.4% hits | AID 652067;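 active = activation above the mean of all tested compounds plus 3 SD, cut at about 5.5% in these data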;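 also: 100% = response to 3 µM Δ7-dafachronic acid high control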
ADAM10 inh = inhibits human ADAM10; AID 720582; recombinant ADAM10, EDANS/DABCYL FRET peptide cleavage, 3 h; 370,000 compounds, 0.62% hits; inhibition, % at 7 µM; O14672;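 active = inhibition above a per-campaign cutoff equal to the mean of compounds falling between control-based bounds plus 3 SD, cut at about 20% in these data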;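 also: 0% = DMSO wells while the 100% control is not disclosed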
Target sequence (O14672 214-748 limits assumed): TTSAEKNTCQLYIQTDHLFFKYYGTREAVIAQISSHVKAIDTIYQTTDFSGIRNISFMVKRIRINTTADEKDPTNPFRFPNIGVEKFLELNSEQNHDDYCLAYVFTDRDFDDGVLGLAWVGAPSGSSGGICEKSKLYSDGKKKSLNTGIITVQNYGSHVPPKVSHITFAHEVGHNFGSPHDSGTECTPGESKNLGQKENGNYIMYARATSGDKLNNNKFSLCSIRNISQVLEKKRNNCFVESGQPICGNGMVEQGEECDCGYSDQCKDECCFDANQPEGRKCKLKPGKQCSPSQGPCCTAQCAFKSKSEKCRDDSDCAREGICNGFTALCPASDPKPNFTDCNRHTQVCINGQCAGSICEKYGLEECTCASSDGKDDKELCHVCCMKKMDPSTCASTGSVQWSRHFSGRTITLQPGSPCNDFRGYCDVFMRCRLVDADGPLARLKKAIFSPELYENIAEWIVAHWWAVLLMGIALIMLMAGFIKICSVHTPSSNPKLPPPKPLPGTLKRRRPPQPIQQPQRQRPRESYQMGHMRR
SMARCA2 activ = SMARCA2 function activation, primary screen. activation, % at 9.1 µM. 370,000 compounds, 1% hits. MG213 cells, MMTV-luciferase reporter, dexamethasone, overnight. AID 652017; in the data active = activation above about 7.8%;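 also: 0% = vehicle wells and 100% = reference activator wells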
GC-A act = GC-A (human) enzyme activation | HEK293 GC-A cells, cGMP TR-FRET, EC30 ANP; 0% at EC30 ANP, 100% saturating ANP | 370,000 compounds, 0.14% hits | activation, % at 10 µM | P16066; in the data active = activation above about 40%
HGIII-sPLA2 inh = Inhibits HGIII-sPLA2 liposome hydrolysis, primary screen; QFRET BODIPY PC-A2 liposome hydrolysis, fluorescence; inhibition, % at 12.2 µM; 370,000 compounds, 0.56% hits; AID 743126;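 active = inhibition above mean plus 3 SD of compounds lying within the high and low control bounds, cut at about 19% in these data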;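 also: 0% = median of test compound wells and 100% = no enzyme DMSO wells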
DAX1 inh-2 = inhibitors of DAX1 repression of SF-1 activated StAR promoter. 370,000 compounds, 1.1% hits. AID 652010. inhibition, % at 6.8 µM. HEK293T StAR-luciferase reporter, SF-1/DAX-1 repression relief;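 active = inhibition above the mean over all tested compounds plus 3 SD, cut at about 3.6% in these data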;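 also: 0% = DAX-1 cells with DMSO and 100% = cells lacking DAX-1 with DMSO; higher inhibition means more luminescence from relief of DAX-1 repression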
ssDAF-12 act = S. stercoralis DAF-12 activation, primary screen; AID 652126; activation, % at 6.8 µM; 370,000 compounds, 1% hits; HEK293 ssDAF-12/GRIP1 lit1-tk-luc reporter, luminescence; % of 3 µM dafachronic acid response;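 active = activation above the mean over all tested compounds plus 3 SD, cut at about 0.9% in these data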;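 also: 0% = DMSO-only wells and 100% = 3 µM delta7-dafachronic acid wells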
* = called active by the depositor; i = inactive; . = no result given.

structure	GAA850 FXN act	HGIII-sPLA2 inh	hgDAF-12 ag	hcDAF12 agonist	DAX1 inh-1	DAX1 inh-2	ssDAF-12 act	ADAM10 inh	GC-B act	SMARCA2 activ	GC-A act
NNC(=O)c1cc(Br)cs1	-0.9	12	5.8	-2.5	0.0	-0.2	-0.8	-6	5	-1	-7
CCCCCCCCn1ccc(=N)cc1	-4.6	-3	-8.9	-3.0	-6.1	-1.6	-1.6	-3	-1	-8	-2
O=C(NC1CCCC1)c1ccc(Br)s1	0.1	2	0.0	0.2	2.2	-0.2	-1.5	0	1	-2	2
CCOC(=O)c1c(NC(=O)COC(=O)Cn2cnc3ccccc32)sc2c1CCC(C)C2 (configuration not stated)	5.4	-10	0.2	-3.1	0.2	-0.5	-1.4	-3	-7	-1	3
COc1cccc(Cn2c3ccc(NC(=O)Cc4cc(OC)ccc4OC)cc3c(=O)n2C)c1	-4.0	-1	1.4	-1.0	.	-1.9	-1.0	i	-1	-2	0
COc1ccccc1NC(=O)c1ccc(S(=O)(=O)N2CCC(C)CC2)cc1	0.1	-7	-0.3	-3.3	0.4	-0.3	-1.1	7	-7	-2	2
COc1ccc(C(=O)COC(=O)Cn2nnc3ccccc32)cc1Br	-1.5	-23	1.2	0.6	0.0	0.7	-1.1	7	6	-3	5
CC(=O)Oc1ccccc1/C=C/c1nc2ccccc2c(=O)o1	-1.8	-10	0.0	1.6	-2.7	-0.2	-0.9	-7	4	3	-1
COC(=O)Nc1nnc(CC(=O)Nc2ccccc2C)s1	-0.7	4	-1.0	0.0	-0.8	0.1	-0.9	-6	-6	3	1
O=C1c2ccccc2S(=O)(=O)c2cc(C(=O)N3CCN(C(=O)c4ccccc4)CC3)ccc21	2.0	-2	-1.2	0.1	0.2	0.0	-1.5	0	6	1	2
Cn1c(-c2csc(-c3ccccc3)n2)n[nH]c1=S	1.9	17	5.0	-0.6	-0.4	0.3	-0.8	10	-1	-1	-5
CC(C)C[C@H]1CN([C@@H](Cc2ccccc2)CN2CCC[C@H]2CN2C(=O)C(=O)NC[C@@H]2Cc2ccc(O)cc2)C(=O)C(=O)N1CC1CCCCCC1	.	-7	0.4	-0.2	.	-1.6	-1.1	3	4	-1	5
COc1cccc(C2c3[nH]c4ccccc4c3C[C@H]3C(=O)N(c4ccccc4C(=O)N4CCC(C(=O)O)CC4)C(=O)N23)c1 (some centres not stated)	1.0	-8	4.2	4.7	0.3	1.3	0.2	-51	51*	1	37
COC(=O)c1c(-c2ccc(C(C)(C)C)cc2)csc1NC(=O)C1C2CCC(O2)C1C(=O)O (configuration not stated)	1.0	-3	-0.9	0.0	1.6	-0.5	-1.2	-2	6	-1	5
CC(C)NC(=O)C1(C)CN(S(C)(=O)=O)CC(=O)N1Cc1ccco1 (configuration not stated)	.	1	-0.3	-0.6	.	-0.7	-1.0	-9	4	-3	1
Cc1nnc(N2CCOCC2)c2nn(-c3cccc(Cl)c3)c(C)c12	2.8	0	2.3	-3.6	-1.3	-0.6	-0.8	-70	0	-2	-6
CCOC(=O)N1CCN(c2c(F)cc3[nH]c(=S)[nH]c3c2Br)CC1	-3.9	5	-3.1	-3.0	0.3	-1.3	-2.4	16	1	-2	-1
CC1Oc2ccccc2N(CC(=O)NC2CC2)C1=O (configuration not stated)	-2.0	3	2.3	1.2	-1.2	-0.1	-1.0	-1	0	1	-1
O=C(Oc1cc2oc(=O)cc(-c3ccccc3)c2cc1Cl)C1CCCCC1	-1.0	5	4.2	-0.4	0.6	0.3	-1.2	-144	-1	0	7
O=C(NN=Cc1ccco1)c1cccnc1	.	14	-1.0	-1.2	.	0.5	-1.0	-9	5	-6	2
O=C(O)c1cccc(N/N=C/c2cccc3ccccc23)c1	5.0	-6	13*	7.5*	-2.7	0.9	0.0	-3	-1	1	-3
Cc1ccc(NC(=O)CSc2nnc(C)c(=O)n2N)cc1Cl	1.1	10	0.1	-0.1	-0.6	-0.7	-1.0	-10	-9	-4	1
CCCCN1CC(COCc2ccccc2)Oc2cccc(F)c2S1(=O)=O (configuration not stated)	0.0	-6	0.5	-3.0	0.2	-1.3	-1.1	5	2	-3	-2
Cc1cc(Cl)ccc1OCCCC(=O)Nc1ccc(S(=O)(=O)Nc2ncccn2)cc1	1.4	-29	-0.6	-0.8	-0.4	0.2	-1.3	3	-5	0	4
CSc1ccc(CN(C)C(=O)C(c2ccccc2)c2ccccc2)cc1	-1.1	-7	-0.6	-1.0	0.5	-0.7	-1.2	4	-2	-3	-9
O=C(OCC(=O)C12CC3CC(CC(C3)C1)C2)c1cccnc1Cl	0.4	-3	1.5	-1.0	-1.0	0.5	-0.3	5	6	3	3
O=C(O)Cc1ccc(C(=O)c2cccs2)s1	0.9	-12	-3.5	-1.2	-0.4	0.8	-1.0	8	-4	-2	-2
COc1ccc(C2/C(=C(\O)c3ccc4c(c3)OCCO4)C(=O)C(=O)N2CCCn2ccnc2)cc1 (configuration not stated)	-0.6	-5	4.7	-1.2	0.5	1.0	-0.7	0	3	0	1
c1ccc2[nH]c(-c3ccncc3)nc2c1	2.6	6	2.9	0.1	0.5	-0.2	-0.3	-84	3	9.5*	3
CSc1nc2ccc(Br)cc2[nH]1	-0.1	-4	1.0	-2.3	-0.8	-1.0	-1.6	4	0	-4	-2
CCCCN1C(=O)C(O)(CC(=O)c2c(C)coc2C)c2ccccc21 (configuration not stated)	-0.5	-5	-4.4	-0.9	-0.9	-0.4	-1.6	-4	2	0	-3
O=C1CC(NNc2ccccc2)C(=O)N1c1ccc(N2CCCCC2)cc1 (configuration not stated)	0.2	-21	0.0	0.4	0.7	-0.2	-1.4	-1	0	-1	2
Cc1ccc(C(=O)Nc2ccc(OCc3ccccc3)cc2)s1	2.7	0	5.6	-0.5	-0.3	0.1	-0.8	-7	-5	6	0
COc1ccc(S(=O)(=O)N2CCCCC2)cc1NC(=O)c1ccc(CS(C)(=O)=O)cc1	3.1	8	0.8	1.6	0.4	-0.8	-0.4	-12	2	-4	-4
CCCCSc1nnc(-c2ccc(NC(=O)CC)cc2)n1C	-0.6	6	-1.1	-0.5	-0.6	-0.3	-1.2	-8	-2	-1	-4
CCCS(=O)(=O)NC(=O)C1(C)CCCN(C(=O)c2cc(-c3ccccc3)cs2)C1 (configuration not stated)	-1.3	-2	-3.7	-1.1	.	1.0	-1.1	-10	0	-1	-4
CCOc1cc(C(=S)N2CCCC2)ccc1OC(=O)Cc1ccc(F)cc1	4.0	-1	-1.4	0.2	-0.1	0.0	-1.0	17	-1	-2	4
CCOC(=O)/C(=N\Nc1ccccc1)S(=O)(=O)c1ccccc1	4.2	-9	-0.8	-1.5	-0.6	-0.4	-1.8	4	-2	-2	1
Cc1ccc(-n2nc3c(=O)n(CC(=O)NCc4ccc(C)o4)nc(C)c3c2C)cc1	0.6	2	-5.8	-2.3	-0.1	-0.7	-1.3	-3	-2	0	-1
CCn1cc(C(=O)NCC2CCCO2)c(=O)c2cc(S(=O)(=O)N3CCCCC3)ccc21 (configuration not stated)	2.5	0	0.0	-1.5	0.3	-0.6	-0.7	10	-4	-1	0
O=C(O)c1cccc(-c2ccc3c(c2)OCO3)c1	1.2	2	0.8	0.4	1.5	0.4	-0.3	3	1	1	-1
Cc1ccc(CC(=O)Nc2nc3c(s2)CCCC3)cc1	-4.5	-7	-5.7	-1.2	-2.4	-0.8	-0.8	9	5	0	2
COc1ccccc1NC(=O)CCSc1nnc(-c2ccc(O)cc2)o1	1.7	-15	2.1	-1.5	-0.5	-0.4	-1.1	-11	-9	-2	-3
COc1ccc(-c2nc(CS(=O)(=O)CC(=O)NCc3ccccc3OC)c(C)o2)cc1	0.5	-16	-0.3	-0.3	0.3	-0.1	-1.2	4	-3	1	-5
CN(Cc1ccccc1)C(=O)c1cccc(NC(=O)Cc2ccc(NC(=O)C3CCN(S(=O)(=O)c4cccc([N+](=O)[O-])c4)CC3)cc2)c1	-0.9	-8	1.6	-0.4	-2.0	-3.1	-0.8	-4	1	-5	2
CCC(C)(C)NC(=O)C(c1ccccc1)N(C(=O)c1csnn1)C1CC1 (configuration not stated)	-1.0	-1	-0.6	0.1	1.2	0.6	-1.1	0	-5	0	-5
Cc1cnc(NC(=O)CC(C)c2ccccc2)s1 (configuration not stated)	0.0	2	7.9	-0.4	-2.5	-1.3	-1.4	2	-5	0	-2
COc1ccc([C@@H]2[C@@H]3C(=O)N(C(C)(C)C)C(=O)[C@@H]3[C@]3(C)C(=O)N(c4ccc(C(F)(F)F)cc4)C(=O)N23)cc1	5.3	-3	-1.3	0.3	2.2	0.5	-0.9	5	2	2	-3
CCC(=O)Nc1ccc(NC(=S)NC(=O)/C=C/c2ccco2)cc1	-0.8	-1	1.4	-2.0	-1.1	-0.5	-0.5	2	-9	-2	-10
Nc1c(C(=O)Nc2nccs2)sc2nc(-c3cccs3)cc(C(F)(F)F)c12	-1.2	-1	1.6	5.1	-0.4	-0.1	0.4	i	-9	2	1
Cc1ccc(NC(NC(=O)c2cccs2)C(Cl)(Cl)Cl)cc1 (configuration not stated)	2.0	3	2.3	-0.8	2.3	-0.2	-0.7	9	1	-1	-4
COc1ccccc1CCC(=O)Nc1ccc(OC)c(S(=O)(=O)N2CCCCC2)c1	-0.4	-14	-1.2	-1.6	-1.1	-2.7	-0.5	5	-1	-2	0
C=C(c1ccccc1)c1ccccc1N	2.1	6	0.1	0.9	1.2	-0.4	-1.0	-5	1	0	-1
COc1ccc2nc(NC(=O)c3ccccc3F)sc2c1	1.8	-12	16*	6.9*	1.8	2.6	0.0	-197	-1	5	8
CCCCn1c(N)c(N(CCOC)C(=O)CCNC(=O)c2ccc(Br)cc2)c(=O)[nH]c1=O	-0.2	-4	0.3	-0.9	-0.2	-0.7	-0.5	-7	-1	-2	6
O=C(CNC(=O)c1ccccc1)NCc1nc2ccccc2[nH]1	0.8	7	1.7	1.2	-1.8	0.0	-0.5	-11	6	0	-1
CCN(CC)CCCNC(=O)Cn1cnc2sc(C)c(S(=O)(=O)N3CCN(c4ncccn4)CC3)c2c1=O	5.7	-3	0.7	-1.0	0.5	0.3	-0.8	-1	0	-1	0
COc1ccc(OC)c(-c2cc(C(=O)N/N=C/c3ccc(F)cc3)c3ccccc3n2)c1	0.5	3	2.2	-0.8	.	-0.2	-2.0	-6	4	-3	9
Cn1cnnc1SCC(=O)Nc1ccc(Oc2ccccc2)cc1	1.8	7	2.1	-0.9	0.0	-1.6	-1.1	1	1	0	2
